Screens deposited in PubChem BioAssay by several laboratories.
dFosB act: activators of mouse delta FosB homodimer; purified delta FosB, TAMRA-CDK5 oligo fluorescence polarization; percent of positive-control signal above neutral wells; activation, % at 25 µM; 0.99% of 340,000 active; AID 493131;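 active = mean activation above about 17%, with every replicate also reaching it, limit read from the data, passing the limit was not always enough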;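 note: fluorescence polarization rise as delta FosB binds a TAMRA Cdk5 AP-1 oligo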
Target sequence (P13346 whole entry, looked up): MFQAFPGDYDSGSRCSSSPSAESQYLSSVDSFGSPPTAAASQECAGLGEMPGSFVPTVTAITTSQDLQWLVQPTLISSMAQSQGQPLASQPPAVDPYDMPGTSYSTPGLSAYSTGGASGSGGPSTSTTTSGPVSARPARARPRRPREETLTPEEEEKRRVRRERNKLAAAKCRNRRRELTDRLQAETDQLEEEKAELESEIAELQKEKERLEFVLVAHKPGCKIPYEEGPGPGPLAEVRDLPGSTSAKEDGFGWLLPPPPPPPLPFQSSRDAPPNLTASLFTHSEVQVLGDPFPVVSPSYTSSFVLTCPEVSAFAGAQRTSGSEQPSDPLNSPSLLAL
Rtt109 Vps75: C. albicans Rtt109 histone acetyltransferase inhibition; Q5AAJ8; purified Rtt109/Vps75, ThioGlo CoA-SH fluorescence, 4 h; inhibition, % at 34.9 µM; 0.16% of 330,000 active; AID 540336;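 active = inhibition of at least 50% in every replicate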
Target sequence (Q5AAJ8 whole entry, looked up): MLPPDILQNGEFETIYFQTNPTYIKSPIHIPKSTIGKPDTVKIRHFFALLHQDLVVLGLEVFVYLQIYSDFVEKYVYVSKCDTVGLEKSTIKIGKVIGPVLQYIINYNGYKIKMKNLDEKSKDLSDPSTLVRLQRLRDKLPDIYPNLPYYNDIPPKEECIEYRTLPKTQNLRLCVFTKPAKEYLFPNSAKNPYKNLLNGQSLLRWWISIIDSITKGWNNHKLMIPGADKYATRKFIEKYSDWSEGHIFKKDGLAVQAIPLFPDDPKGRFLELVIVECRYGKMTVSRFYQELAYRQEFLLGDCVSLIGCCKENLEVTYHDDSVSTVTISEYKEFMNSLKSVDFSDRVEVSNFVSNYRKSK
RTF Ca sens act: cardiac RTF calcium sensitization; IANBD-labeled TnC RTF fluorescence at EC20 calcium; 0% EC20 calcium, 100% full calcium; activation, % at 7.2 µM; 0.24% of 340,000 active;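 active = activation above the mean over all tested compounds plus 3 SD, cut at about 30% in these data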;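 note: rise in fluorescence read as greater calcium sensitivity of cardiac thin filaments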
CAL PDZ FP-1: inhibitors of human CAL PDZ peptide binding; AID 602252; Q9HD26; 0.92% of 300,000 active; purified CAL PDZ, TMR-peptide fluorescence polarization, 1 h; inhibition, % at 24.9 µM;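 active = mean inhibition of at least 30% with at least half of replicates also reaching 30%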;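 note: 0% = DMSO neutral control and 100% = excess unlabeled competitor peptide PRC23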
Wnt act: activators of Wnt/beta-catenin signaling. Wnt/beta-catenin reporter cell assay, activator, plate reader. activation, % at 9.35 µM. 1.2% of 300,000 active; in the data active = activation above about 30%, passing the limit was not always enough;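 note: 0% = neutral control wells and 100% = positive control wells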
CAL PDZ FP-2: blocks peptide binding to human CAL PDZ domain; Q9HD26; inhibition, % at 20 µM; AID 504414; purified CAL PDZ, TMR-peptide fluorescence polarization, 1 h; 0.02% of 330,000 active;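 active = highest replicate inhibition of at least 40%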;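 note: plate controls were DMSO neutral control wells for no effect and unlabeled competitor peptide control wells for full effect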
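System: tagged CAL PDZ domain. Schedule: 1 h room-temperature incubation prior to read. Signal: fluorescence polarization (mP). Measure: percent inhibition from loss of millipolarization.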
MITF act: MITF TRPM1 promoter activation in melanoma cells; activation, % at 12.5 µM; SK-MEL-5 TRPM1-promoter luciferase, 24 h; % of positive control, neutral wells = 0; 0.75% of 300,000 active;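 active = mean activation of at least 80% with every replicate also reaching 80%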;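 note: 0% = neutral control wells and 100% = parthenolide positive control wells; values of inactives mirror those of a sister screen read the other way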
V-ATPase pH: regulators of yeast V-ATPase proton transport. S. cerevisiae, pHLuorin cytosolic pH fluorescence. response, % at 10 µM. 0.37% of 350,000 active; in the data active = response mostly above about 7.3%, no sharp cut-off; inactive = mostly below about 5.4%; note: actives read high; inactives centre near 0; some compounds called inactive have numbers as strong as hits; reference of the scale not given here
Tat export inh: E. coli Tat transport inhibition | E. coli MC4100 TorA-mCherry Tat export, fluorescence | inhibition, % at 10 µM | 0.036% of 340,000 active | AID 488895;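 active = mean replicate inhibition at least 50% and at least half of replicates individually reaching 50%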;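 note: exported cargo escapes ClpAP degradation while cytoplasmic cargo is degraded and loses fluorescence; 0% = median of neutral control wells and 100% = median of NaSCN control wells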
CDK5 inh: CDK5/p35 (human) kinase inhibition | Recombinant CDK5/p35, ADP-Glo luminescence, 60 min | AID 488839 | Q00535+Q15078 | 0.01% of 330,000 active | inhibition, % at 10 µM;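 active = highest replicate inhibition of at least 50% and at least 75% of replicates reaching 50%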;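 note: plate controls were DMSO neutral control for no effect and GW8510 at 10 µM for full effect; many of its hits are not listed in these tables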
* hit, by the source's call; · = not tested or not shown.

SMILES	dFosB act	Rtt109 Vps75	RTF Ca sens act	CAL PDZ FP-1	Wnt act	CAL PDZ FP-2	MITF act	V-ATPase pH	Tat export inh	CDK5 inh
CC(=O)N[C@@H](Cc1c[nH]c2ccccc12)C(=O)NCCc1ccc(S(N)(=O)=O)cc1	1	0	-1	-4	-2	-0.6	5	-1	-3	1.2
CCOC(=O)C1CCN(C(=O)CCNS(=O)(=O)c2cc(Br)cnc2N)CC1	-4	-13	0	·	-2	-0.6	-2	-3	-3	0.3
CCOc1ccccc1NC(=O)c1cccc2c1C(=O)N(CCOC)C2	-8	-8	2	·	-3	-1.0	·	-2	0	1.3
CCCc1cc(=O)oc2cc(OCC(=O)N3CCOCC3)c(Cl)cc12	-9	0	-6	3	0	-1.6	-8	-5	2	-0.7
O=C(NC1=NCCS1)c1ccc2c(c1)C(=O)N(Cc1ccco1)C2=O	-8	-4	-12	·	0	-1.7	-14	-1	0	-0.1
Cc1ccc(S(=O)(=O)Cc2ccc(C(=O)OCc3ccccc3)cc2)cc1	-3	-4	7	-1	·	-1.8	-1	2	3	-2.5
COC(=O)c1ccc(N/N=C/c2cc([N+](=O)[O-])cc(OC)c2O)cc1	-9	2	0	-2	-1	0.4	1	-5	-3	0.6
Cc1ccc(C(=O)N/C(=C\c2cn(-c3ccccc3)nc2-c2ccccc2)C(=O)N2CCOCC2)cc1	0	-5	6	-3	-3	-0.4	5	5	2	-2.6
CC(C)CC(OC(=O)c1cccs1)C(=O)NCC1CCCO1 (stereo unspecified)	-5	6	-2	-2	·	·	·	-4	-1	0.6
O=C(c1ccccc1Cl)N1CCN(C(=O)C2CCCO2)CC1 (stereo unspecified)	-2	9	1	1	1	0.5	-10	-5	-3	-1.3
CN(C)c1cccc(C(=O)NN2C(=O)NC3(CCCCC3)C2=O)c1	5	5	-3	1	12	-0.7	18	-1	8	-0.6
CCN(CC)CCCNC(=O)Cn1nc([N+](=O)[O-])c(Cl)c1C	6	-1	-2	-1	0	-1.6	0	-4	3	-4.1
CCN(CC)CCn1c(=N)n(CCO)c2ccccc21	-5	-6	4	-3	·	0.0	4	6	-7	1.3
CC(=O)NN1C(=O)/C(=C\c2ccc(Br)o2)SC1=S	-4	15	-5	-2	9	-1.9	-12	-2	-15	-2.2
CCOC(=O)c1c(C)[nH]c(C(C)=NNC(=O)c2cccs2)c1C	-1	-8	2	-3	61*	1.6	·	2	0	1.2

Structures listed above marked active in Wnt act:
Structure,dFosB act,Rtt109 Vps75,CAL PDZ FP-1,Wnt act,CAL PDZ FP-2,MITF act,V-ATPase pH,Tat export inh,CDK5 inh
CCOC(=O)c1c(C)[nH]c(C(C)=NNC(=O)c2cccs2)c1C,-1,-8,-3,61*,1.6,·,2,0,1.2

Next results follow:
SMILES	dFosB act	Rtt109 Vps75	RTF Ca sens act	CAL PDZ FP-1	Wnt act	CAL PDZ FP-2	MITF act	V-ATPase pH	Tat export inh	CDK5 inh
C=CCOCC(O)Cn1c(N2CCCC2)nc2c1c(=O)[nH]c(=O)n2C (stereo unspecified)	-9	9	-2	4	1	9.9	-5	-2	5	-0.3
O=C(NCc1ccc(Cl)cc1)C1CC(O)CN1S(=O)(=O)c1ccc(Cl)cc1 (stereo unspecified)	-7	10	1	4	0	-1.4	2	1	-1	-1.3
O=C(COC(=O)c1cnc(Cl)c(Cl)c1)Nc1ccc(S(=O)(=O)N2CCCC2)cc1	1	4	1	2	·	-3.5	2	1	11	1.7
CC1(C(=O)Nc2ccc3c(c2)OCO3)CC1(Cl)Cl (stereo unspecified)	-2	-7	6	1	4	0.5	14	3	7	-1.6
CCc1nc(NCC2CCCO2)c2oc3ccccc3c2n1 (stereo unspecified)	-16	1	9	-2	1	·	-10	4	3	1.5
O=C(Nc1ccccc1F)NC1CC1	3	·	-1	1	·	-2.2	15	-2	-3	1.1
c1ccc(CNc2ncnc3sccc23)cc1	-2	-8	2	-3	-4	-3.2	-9	0	0	·
O=c1c2nncn2c2cccnc2n1CCNc1ncc(C(F)(F)F)cc1Cl	10	-2	2	-3	0	-2.9	-8	0	1	0.9
CSc1ccc(S(=O)(=O)NCC(=O)OCC(=O)N2CCC(C)CC2)cc1[N+](=O)[O-]	-11	4	-4	-4	-5	-1.1	-9	0	1	0.7
CCOC(=O)CC(=O)CSc1ncnc2c1cnn2-c1ccccc1	0	-11	3	-1	8	-2.6	36	-1	2	0.2
O=C(NCc1ccccc1)C(c1cccnc1)N(C(=O)c1ccccn1)c1ccc(F)cc1 (stereo unspecified)	0	0	-4	-5	-1	-3.2	-1	-1	8	-1.0
O=C(NCc1ccccc1)NC1(C(=O)Nc2ccc3c(c2)OCCO3)CCCCC1	-7	-5	3	·	·	-1.1	-65	1	1	0.4
Cc1ccc(S(=O)(=O)N2CCN(S(=O)(=O)c3ccc4c(c3)OCCO4)CC2)cc1	9	-3	2	-4	·	-0.7	-6	-3	-13	0.3
CCCOc1ccc(C(=O)NNC(=S)NC(=O)c2cccs2)cc1	1	17	2	-4	-6	-2.5	-14	2	-10	0.0
CCOc1ccc(-c2nnc(-c3ccccc3)n2-c2ccccc2)cc1	15	-23	-5	-4	59*	-0.9	·	-3	1	-0.3
NC(N)=NC(N)=Nc1ccc(SC(F)(F)F)cc1	8	4	2	-2	0	-1.8	2	-3	-6	2.2
CC1CCN(C(=O)c2cccc(NC(=O)c3cccs3)c2)CC1	-9	2	0	-4	0	-3.1	-13	-4	0	-0.9
CCOC(=O)C1=C(C)N(C)C(=O)NC1c1c(O)ccc2ccccc12 (stereo unspecified)	-9	·	-2	-2	1	-2.4	-4	1	8	-0.3
Cc1ccc(NC(=O)C2CCCN(C(=O)c3ccc(Cl)cc3)C2)cc1S(=O)(=O)N1CCOCC1 (stereo unspecified)	-2	-9	-5	4	-2	-1.7	-8	4	1	-1.7
C=Cc1ccc(Cn2nc(-c3ccccc3)ccc2=O)cc1	-9	-2	0	-6	-2	-0.6	18	1	8	-2.4
CCN1CCN(c2nnc(-c3ccc(F)cc3)c3ccccc23)CC1	-6	-5	-3	·	-3	-0.6	14	5	6	2.0
O=C(CN(C(=O)CSc1nnc(COc2ccccc2)o1)c1ccc(F)cc1)NC1CCCCC1	-18	-7	4	5	·	0.3	1	-2	-6	0.8
Nc1ccc2c3c(cccc13)-c1ccccc1-2	-6	12	359*	0	-2	1.0	7	-8	-1	0.0
CCc1cc(Br)ccc1NC(=O)C1CCCO1 (stereo unspecified)	2	7	3	·	·	0.1	2	4	5	0.1
CC(C)CN(C(=O)c1cccc([N+](=O)[O-])c1)c1c(N)n(CC(C)C)c(=O)[nH]c1=O	-5	-4	-4	-5	0	-3.0	·	2	-1	-0.3
CCC(C)NCCOc1cc(C)cc(C)c1C (stereo unspecified)	-7	-8	-3	-2	-2	-0.7	-16	0	2	-1.6
Clc1ccc(OCc2nn[nH]n2)cc1	-2	-20	2	·	7	-0.1	-2	1	4	1.3
CC1CCC(N2CCN(c3ccc([N+](=O)[O-])cc3)CC2)CC1 (stereo unspecified)	-8	-2	4	1	-1	-1.6	·	0	15	-2.8
Cc1cc(Cl)c2oc(C(=O)N(C)C3CCOC3)c(C)c2c1 (stereo unspecified)	-9	11	-2	-3	27	-1.0	69	-2	0	-0.9
CO/N=C/C(C#N)=C/c1ccc(OC)cc1	-4	-1	-1	-3	9	0.0	46	1	-2	1.7

Part of the list above, with values under each structure.
Fields: dFosB act	Rtt109 Vps75	RTF Ca sens act	CAL PDZ FP-1	Wnt act	CAL PDZ FP-2	MITF act	V-ATPase pH	Tat export inh	CDK5 inh
> CC(C)CN(C(=O)c1cccc([N+](=O)[O-])c1)c1c(N)n(CC(C)C)c(=O)[nH]c1=O
    -5	-4	-4	-5	0	-3.0	·	2	-1	-0.3
> CCC(C)NCCOc1cc(C)cc(C)c1C (stereo unspecified)
    -7	-8	-3	-2	-2	-0.7	-16	0	2	-1.6
> Clc1ccc(OCc2nn[nH]n2)cc1
    -2	-20	2	·	7	-0.1	-2	1	4	1.3
> CC1CCC(N2CCN(c3ccc([N+](=O)[O-])cc3)CC2)CC1 (stereo unspecified)
    -8	-2	4	1	-1	-1.6	·	0	15	-2.8
> Cc1cc(Cl)c2oc(C(=O)N(C)C3CCOC3)c(C)c2c1 (stereo unspecified)
    -9	11	-2	-3	27	-1.0	69	-2	0	-0.9
> CO/N=C/C(C#N)=C/c1ccc(OC)cc1
    -4	-1	-1	-3	9	0.0	46	1	-2	1.7

(further entries)
SMILES	dFosB act	Rtt109 Vps75	RTF Ca sens act	CAL PDZ FP-1	Wnt act	CAL PDZ FP-2	MITF act	V-ATPase pH	Tat export inh	CDK5 inh
CC(/C=N/NC(=O)c1cc(-c2ccncc2)nc2ccccc12)=C\c1ccco1	-20	29	1	-1	·	-4.9	-67	-1	-2	-1.1
Cc1cc(NS(=O)(=O)c2c(C(=O)N3CCOCC3)c(C)n(C)c2C)ccc1Br	-7	-6	7	78*	-3	-0.6	-10	-2	2	0.8
CN(C)S(=O)(=O)N1CCN(C(=O)c2ccccc2)CC1	-5	-2	9	-2	-1	0.3	-6	2	5	-0.8
COc1ccc(OC(C)C(=O)NC2CCCCCCC2)cc1 (stereo unspecified)	-10	7	-3	5	0	-2.0	6	-4	-3	0.0
Cc1ccc(CNC(=O)C(=O)NCC2OCCN2S(=O)(=O)c2ccc(Br)cc2)cc1 (stereo unspecified)	3	-4	-6	·	1	-0.7	-21	3	-10	-2.1
O=C1CCN(C(=O)c2ccc(Cl)cc2)N1	1	-3	-1	3	3	-0.1	2	-2	0	0.9
CCCCn1c(N)c(N(CC(C)C)C(=O)c2cc3c(s2)CCC3)c(=O)[nH]c1=O	-14	4	2	-6	·	-2.1	-4	2	-7	4.3
Cc1ccc(S(=O)(=O)N2CCCC2CNC(=O)c2ccccc2)cc1 (stereo unspecified)	-10	-2	-2	-4	-4	-3.7	0	1	23	-2.7
CC(=O)N1CCN(c2ccc(NC(=S)NC(=O)c3ccccc3)cc2)CC1	-1	-3	-7	0	0	0.0	-5	-1	6	1.2
O=C(CCc1nc2sc3c(c2c(=O)[nH]1)CCCC3)NCCc1ccc(F)cc1	-9	1	-5	1	-3	-1.7	2	3	0	-1.4
COc1ccc(NC(=O)C2CCCN(S(=O)(=O)c3c(C)[nH]c(=O)[nH]c3=O)C2)cc1 (stereo unspecified)	-2	1	8	0	·	-3.2	-3	1	-4	-1.8
Cc1c(NC(=O)C(C)OC(=O)CC2CC3CCC2C3)c(=O)n(-c2ccccc2)n1C (stereo unspecified)	8	-7	-6	-2	-1	-0.3	0	0	6	-2.2
